Screens from PubChem.
14-3-3g Raf = 14-3-3 gamma protein interaction modulation; FP, 14-3-3gamma / TMR-pS259-Raf peptide binding; inhibition, % at 40 µM; 160,000 compounds, 0.19% hits; AID 422; in the data active = inhibition above about 30%;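 note: 0% = protein plus tracer without compound and 100% = blank with tracer alone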
Target sequence (P61981 whole entry, looked up): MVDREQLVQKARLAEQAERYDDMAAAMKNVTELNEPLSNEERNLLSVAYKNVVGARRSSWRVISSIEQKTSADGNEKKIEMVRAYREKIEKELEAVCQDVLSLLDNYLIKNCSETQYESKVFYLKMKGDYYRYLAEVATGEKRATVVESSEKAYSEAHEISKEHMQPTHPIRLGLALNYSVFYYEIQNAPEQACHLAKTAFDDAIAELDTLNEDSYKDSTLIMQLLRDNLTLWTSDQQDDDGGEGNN
The depositor's hits bear a star; & = joins results of further samples.

smiles	14-3-3g Raf
CN(Cc1ccccc1)C(=O)CSc1nc(NCc2ccccc2)c2ccccc2n1	-3.8
COc1ccc2ccccc2c1C(O)c1nccn1C (centres undefined)	-2.4
Cc1ccccc1NC(=O)c1cccc(C(=O)Nc2ccccc2C)c1	-10.3
COc1ccccc1NC(=O)CN(c1ccccc1F)S(C)(=O)=O	5.1
CSc1cccc(NC(=O)Cc2c(C(=O)O)[nH]c3ccccc23)c1	-6.3
CCOC(=O)c1c(NC(=O)c2cc(OC)c(OC)c(OC)c2Br)sc2c1CCC(C)C2 (centres undefined)	-15.9
COc1ccc(S(=O)(=O)N2CCN(C(=O)c3ccco3)CC2)cc1	1.9
CCC(=O)N1c2ccc(S(=O)(=O)N(C)CCC#N)cc2CC1C (centres undefined)	-10.7
CCOC(=O)c1c(C)oc2c1cc(NS(=O)(=O)c1cc(C)ccc1C)c1ccccc12	-25.9
c1ccc(Oc2cccc(OCCCn3cncn3)c2)cc1	3.6
COC(=O)Cn1c(=O)c2c(nc3n2CC(C)CN3c2ccc(C)c(C)c2)n(C)c1=O (centres undefined)	-5.0
NS(=O)(=O)c1ccc(N2C(=O)C(=O)/C(=C(/O)c3ccc(Cl)cc3)C2c2ccc([N+](=O)[O-])cc2)cc1 (centres undefined)	11.9
O=C1CSC2=NCN(c3ccc(Br)cc3)CN12	-5.2
CCc1ccc(NC(=O)c2ccc(F)c(S(=O)(=O)N3CCN(c4cc(C)ccc4C)CC3)c2)cc1	-8.2
CCOC(=O)c1cnn(-c2ncnc3c2oc2ccccc23)c1N	-3.9
O=c1c2ccc(O)cc2oc2cc(O)ccc12	12.6
CCOC(=O)c1c(N)sc2c(N)cccc12	-14.3
CCOC(=O)N1CCC(NC(=O)CCc2nc(-c3ccc(C)cc3)no2)CC1	1.8
CCOc1cc2c(C(=O)Nc3ccc4c(c3)OCO4)cn(CC(C)C)c(=O)c2cc1OCC	1.7
CC(NS(=O)(=O)c1ccccc1)C(=O)Nc1nccs1 (centres undefined)	-16.6
NCCc1nnc(SCc2c(F)cccc2Cl)o1	-2.9
Oc1ccccc1-c1nc(N2CCN(Cc3ccccc3)CC2)c2ccccc2n1	-5.2
CCOCCCN1C(=O)CN(C2CCCCCC2)C(=O)C1c1ccc(OC)cc1 (centres undefined)	2.4
COC(=O)C1=CNC=C(C(=O)OC)C1c1ccc(O)c(OC)c1	1.9
NS(=O)(=O)c1ccccc1NC(=O)c1c(O)c2cccc3c2n(c1=O)CC3	-22.7
Cc1onc(-c2ccccc2Cl)c1C(=O)Nc1ccc(-c2cn3cccnc3n2)cc1	-0.1
COc1ccc(-c2csc3nc(C)n(-n4cccc4)c(=O)c23)cc1OC	-0.9
Cn1cc(C(=O)N2CCN(c3ccccc3)CC2)c(=O)c2cc(S(=O)(=O)N3CCOCC3)ccc21	-1.2
C=C(C)n1c(=O)[nH]c2c([N+](=O)[O-])cccc21	-6.2
CC(C)CC(NC(=O)C(NC(=O)OC(C)(C)C)C(C)C)C(=O)N1CCCC1C(N)=O (centres undefined)	-0.3
O=C(Nc1cccc(C(F)(F)F)c1)c1cccnc1N1CCCCC1	-2.0
O=C1NC(c2ccc(Cl)cc2)C(C(=O)c2ccccc2)C(O)(C(F)(F)F)N1 (centres undefined)	9.5
Cc1cc2nc(Cc3ccc(Cl)c([N+](=O)[O-])c3)c(=O)[nH]c2cc1C	-5.7
COc1ccc2nc(NC(=O)CSc3nc4ccccc4n3C(C)=O)sc2c1	-9.2
O=C(NCc1cccnc1)c1ccc(CNS(=O)(=O)c2ccc(F)cc2)cc1	3.1
CCc1cccc(C)c1NC(=O)c1oc(=O)c2ccccc2c1-c1ccccc1	11.6
Cc1ccc(NC(=O)NC(=O)N(c2ccc(Cl)cc2)S(C)(=O)=O)cc1	-0.4
CC1CN(S(=O)(=O)c2cccc(C(=O)OCc3cc(=O)oc4cc(O)ccc34)c2)CC(C)O1 (centres undefined)	-14.0
CCOC(=O)c1[nH]cnc1C(=O)O	9.1
Cc1cc(C(C)(C)C)cc(C)c1CC1=NCCN1	-5.9&2.8
O=C(Nc1c2c(nn1-c1cccc(Cl)c1)CSC2)c1cc(Cl)ccc1[N+](=O)[O-]	-4.3
COc1ccc(C(=O)Nc2ccc3oc(-c4cccc(Cl)c4)nc3c2)cc1OC	-41.6
CCOc1ccc(NC(=O)CN2CCN(S(=O)(=O)c3ccc(Cl)cc3)CC2)cc1	-0.4
Cc1nc(N=Nc2cc(S(=O)(=O)O)c3cc([N+](=O)[O-])cc(S(=O)(=O)O)c3c2)c(COP(=O)(O)O)c(C=O)c1O	23.5
COc1ccc(OC)c(C2NC(=O)NC(C)=C2C(=O)OCCSc2ccccc2)c1Br (centres undefined)	3.7
CCN1C(=O)C(NC(C)=O)c2cc(OC)ccc21 (centres undefined)	-7.2
Cc1ccc(C)c(NC(=O)C2CC(=O)OC23CCCCC3)c1 (centres undefined)	-4.3
CC(C)n1c2ccccc2c2nc3ccccc3nc21	-0.5
Cc1ccc(CSCC(=O)N2CCN(c3ccccc3F)CC2)cc1	1.8
CC(C)c1ccc(C2Nc3ccccc3C(=O)N2c2ccc(F)cc2)cc1 (centres undefined)	6.0

Grouped by structure: the compounds so far with a thiophene ring, fused or not
smiles	14-3-3g Raf
CCOC(=O)c1c(NC(=O)c2cc(OC)c(OC)c(OC)c2Br)sc2c1CCC(C)C2 (centres undefined)	-15.9
CCOC(=O)c1c(N)sc2c(N)cccc12	-14.3
COc1ccc(-c2csc3nc(C)n(-n4cccc4)c(=O)c23)cc1OC	-0.9

Going on with the list.
smiles	14-3-3g Raf
Cn1c(C(=O)N2CCN(c3nc4ccccc4s3)CC2)cc2sccc21	-1.6
O=C(c1cc2c(=O)oc3ccccc3c2s1)N1CCN(c2ccc(Cl)cc2)CC1	-13.3
COCCN1C(=O)c2ccccc2C(C(=O)Nc2cc(OC)ccc2OC)C1c1ccc(F)cc1 (centres undefined)	-3.5
CCOc1ccc(C2CC(c3ccc(OC)cc3)n3ncnc3N2)cc1 (centres undefined)	1.2
COc1cccc(/C(O)=C2/C(=O)C(=O)N(CCN3CCOCC3)C2c2cccnc2)c1 (centres undefined)	-3.8
Fc1ccc(-c2cc(C(F)(F)F)n3ncc(-c4ccccc4)c3n2)cc1	-0.2
Cc1cccc(C)c1NC(=O)c1sc2[nH]c(=O)c(C(=O)O)cc2c1N	-26.9
COCC(=O)N1CCCc2ccccc21	0.2
Cc1ccc(NC(=O)CCN2C(=O)C3C4C=CC(C4)C3C2=O)cc1F (centres undefined)	-11.4
CSc1nc(C)nc2c1c(=O)n(C)c(=O)n2C	-6.2
COC(=O)c1cc(NC(=O)CSc2ncnc3sc(C)c(C)c23)cc(C(=O)OC)c1	-11.7
O=C(N1CCOCC1)N1CCN(S(=O)(=O)N2CCOCC2)CC1	-1.2
CCCOC(=O)c1[nH]c2c(c1C)C(=O)CC(c1cc(OC)ccc1OC)C2 (centres undefined)	1.4
CCC1(C)OC(=O)N2CCc3ccccc3C21C (centres undefined)	-4.4
Cc1ccccc1Cn1c(C(C)NC(=O)c2ccc(F)cc2)nc2ccccc21 (centres undefined)	-6.2
O=S(=O)(c1ccc(Cl)cc1)N1CCN(S(=O)(=O)c2ccc3ccccc3c2)CC1	0.0
Cc1cccc(CC2CC(=O)N(c3ncccn3)C2=O)c1 (centres undefined)	-6.5
CCn1c(=O)n(CCOC)c(=O)c2c3c(sc21)CCCC3	-4.2
COc1cccc(C2C(C(=O)OC(C)C)=C(C)NC3=C2C(=O)CC(C)(C)C3)c1 (centres undefined)	2.6
O=C(NCCN1CCOCC1)c1c[nH]c2ccc(S(=O)(=O)Nc3ccccc3F)cc2c1=O	-14.7
Cc1ccc(S(=O)(=O)N=C(c2ccc(Cl)cc2)N(C)C)cc1	-5.6
O=C(Cn1ccc2ccccc2c1=O)NCC(=O)N1CCN(c2ccccc2F)CC1	-9.2
Cc1nn(C)c2[nH]c(=O)cc(C(F)(F)F)c12	-3.4
O=C(CN1C(=O)CSc2ccc(S(=O)(=O)N3CCOCC3)cc21)NCCN1CCc2ccccc2C1	4.0
CCOc1ccccc1C(=O)Nc1sc(C)c(C)c1C(=O)OC	-6.3

3 structures from above, ordered by SMILES length, falling.
smiles	14-3-3g Raf
Cn1cc(C(=O)N2CCN(c3ccccc3)CC2)c(=O)c2cc(S(=O)(=O)N3CCOCC3)ccc21	-1.2
COc1ccc(C(=O)Nc2ccc3oc(-c4cccc(Cl)c4)nc3c2)cc1OC	-41.6
NCCc1nnc(SCc2c(F)cccc2Cl)o1	-2.9

Continuation.
smiles	14-3-3g Raf
CCCS(=O)(=O)N1CCCC(C(=O)NC2CC2)C1 (centres undefined)	1.6
NCCC(=O)NCCc1cnc[nH]1	-5.7
NCCCNc1c(F)c(F)nc(F)c1F	-14.9
Cc1ccc(S(=O)(=O)NCCCN2CCOCC2)cc1	-6.7
COc1cccc(C(=O)OCCN(C)C(C)(C)C)c1	-4.9
COc1ccccc1N1CCN(C(=O)c2ccc3c(=O)n(Cc4ccc(Cl)cc4)c(=S)[nH]c3c2)CC1	0.6
O=C(Nc1cccc2ccccc12)c1nn2c(c1Br)NC(c1ccc(Br)o1)CC2C(F)(F)F (centres undefined)	-159.7
COC(=O)c1c(C)[nH]c(C(C)=O)c1C	-6.3
Cc1ccc2oc(-c3cccc(NC(=O)c4ccccc4[N+](=O)[O-])c3C)nc2c1	-41.5
COc1ccccc1NC(=O)c1ccc(S(=O)(=O)N2CCCC2)cc1	-4.0
CCc1[nH]nc2c1C(c1ccc(Br)s1)C(C#N)=C(N)O2 (centres undefined)	1.1
COc1ccc2nc(NC(=O)c3c(-c4ccccc4Cl)noc3C)sc2c1	4.7
O=C(O)CCn1c(=S)[nH]c2ccccc2c1=O	-0.8
COc1cc(OC)c(NC(=O)CSc2cc(=O)n(C)c3ccccc23)cc1Cl	-1.8
c1ccc(N2CCN(c3nc4cc5c(cc4s3)OCCO5)CC2)cc1	0.1
O=C(CSc1nc2cc3c(cc2c(=O)n1CCC1=CCCCC1)OCO3)NCc1ccco1	2.2
CCOc1ccccc1C1C=C(c2ccc(I)cc2)Nc2nnnn21 (centres undefined)	-7.9
Cc1ccc(-c2csc3ncnc(-n4nc(C)cc4N)c23)cc1	-2.4
CCOC(=O)C1CCN(C(=O)c2ccccc2NC(C)=O)CC1	2.8
Cc1cccc(-n2ncc3c(Nc4ccc(I)cc4)ncnc32)c1	-8.1
Cc1ccc(-n2ncc3c(NCc4ccc5c(c4)OCO5)ncnc32)c(C)c1	2.5
O=C(Cn1cnc2sc3c(c2c1=O)CCCC3)NCCC(=O)Nc1ccc2c(c1)OCO2	-1.3
O=S(=O)(NCC(c1cccnc1)N1CCN(c2ccc(F)cc2)CC1)c1cc(F)ccc1F (centres undefined)	-8.2
Cc1cc(C)n2c(Nc3ccc(Cl)cc3)c(-c3ccsc3)nc2n1	-9.7
COc1ccc(C)cc1S(=O)(=O)N1CCN(C23CC4CC(CC(C4)C2)C3)CC1	-1.2
NC(=O)c1c(NC(=O)Cn2nc(C(F)(F)F)c3c2CCC3)sc2c1CCCC2	-5.6
CCC(=O)N1CCc2cc(Br)cc(S(=O)(=O)Nc3cc(C)ccc3OC)c21	-19.7
COc1ccc(Cl)cc1N(CC(=O)NCc1ccccn1)S(=O)(=O)c1ccc(C)c([N+](=O)[O-])c1	-9.1
COc1ccc2nc(Nc3nc4c(c(=O)[nH]3)CCCC4)nc(C)c2c1	8.1
CCc1ccccc1N(C)S(=O)(=O)c1ccc2[nH]cc(C(=O)N3CCc4ccccc43)c(=O)c2c1	-38.2
COC(=O)Cn1c(CCS(=O)(=O)c2ccc(C)cc2)nc2ccccc21	-6.0
CSc1ccc(S(=O)(=O)NC2CCCCCC2)cc1	2.0
Nc1c(C(=O)Nc2ccc(Cl)cc2)sc2nc3c(cc12)C(=O)CCC3	-14.4
O=C(Cn1cnc2c(nnn2-c2ccccc2)c1=O)NCCc1ccccc1	1.5
CC1CCCN(S(=O)(=O)c2ccc(C(=O)Nc3nc4c(s3)COc3ccccc3-4)cc2)C1 (centres undefined)	-11.1
Cc1c(Cl)cccc1-n1c(CCC(=O)O)ccc1-c1cccs1	-2.5
O=C1OC(c2ccc3c(c2)OCO3)N(C(=O)c2cc3ccccc3o2)c2ccccc21 (centres undefined)	-7.7
Cc1cc(NC(=O)CSc2nnc(N)s2)no1	-4.8
CC1CCN(C(=O)C(Cc2ccccc2)NS(=O)(=O)c2ccc3c(c2)oc(=O)n3C)CC1 (centres undefined)	-2.9
Cc1ccc(NC(=O)CCn2c(=S)oc3ccccc32)c(O)c1	-2.1
O=C(c1ccc(N2CCN(c3ccccn3)CC2)c([N+](=O)[O-])c1)N1CCC(Cc2ccccc2)CC1	-1.1
Cc1ccc(NC(=O)c2cc(-c3cccc(O)c3)on2)cc1C	-5.8
CCCCC(=O)OCCN1C(=O)c2cccc3c(N4CCCCC4)ccc(c23)C1=O	-31.6
CCCCC(C(=O)N1CCCCC1)N1C(=O)c2ccccc2C1=O (centres undefined)	5.1
O=C(CCNC(=O)c1ccc(Br)o1)NCCC1=CCCCC1	-3.5
O=C(NCCCN1CCCCC1)c1cc(-c2ccccc2)nc2ccccc12	-37.9
O=C(CN1CCN(c2cccc(Cl)c2)CC1)N1CCCc2c1c(=O)oc1ccc(O)cc21	1.3
O=C(c1ccc(CS(=O)(=O)Cc2ccc(F)cc2)o1)N1CCCCC1	2.4
Cc1ccc2c(c1)N(CCC(=O)NC1CC1)C(=O)CO2	-12.2
COCCOC(=O)C1=C(C)NC2=C(C(=O)CC(C)(C)C2)C1c1cc2c(cc1Br)OCO2 (centres undefined)	-4.2&-6.5
Cc1ccc(S(=O)(=O)NCc2nc3ccccc3[nH]2)cc1	-0.9

Not all compounds are listed, so the mix of outcomes need not match the whole.
